# Nrf2 ARE act = qHTS of Nrf2 Activators; AREc32 ARE-luciferase reporter (MCF7-derived line), luminescence, 24 h; Potency, µM (top dose mostly 46.1 µM), for the others: at the highest dose activation, usual class: activators; 410,000 compounds, 0.31% hits; AID 624171, 2012; also: potency is read from the fitted curve at half-maximal effect; % of control where 0% means no effect; nearly all actives have a fitted effect of over 65% in size
#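 AREc32_Fluc, 1000 cells/well, OPTI-MEM + 5% FBS, o/n 37 deg C 5% CO2; 23 nL cpd by pin tool, 24 hr; Steady-Glo 30 min RT, luminescence.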
# IL1B secr inh = qHTS for Inhibitors of Inflammasome Signaling: IL-1-beta AlphaLISA Primary Screen; THP-1 LPS/ATP IL-1B secretion, AlphaLISA, 16 h; stronger effect = lower value; activity change, % at 57.5 µM; 360,000 compounds, 4.7% hits; AID 743279, 2014; in the data active = activity change below about -50%; inconclusive = mostly about -30% to -49%; also: % is scaled to controls: 0 for no effect and ±100 for the full control effect
#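 THP-1 cells pretreated 1 hr with compounds (up to 57.5 uM final), then stimulated with LPS (250 ng/mL final) plus ATP (1.25 mM final); secreted IL-1B measured by AlphaLISA after 16 hr, decreased signal indicating inhibition.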
# ATXN2 expr inh = Primary qHTS for Inhibitors of ATXN expression. AID 1745845, 2022. HEK-293 ATXN2-luciferase reporter, luminescence, 24 h. Potency, µM (titrated, usually from 57 µM), without a hit: at the top dose activity change, negative = inhibition, actives largely listed as inhibitors. 360,000 compounds, 0.72% hits; also: potency is read from the fitted curve at half-maximal effect; % is scaled to controls: 0 for no effect and ±100 for the full control effect; nearly all actives have a fitted effect of over 55% in size
#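 qHTS (up to 57 uM final) was run with 24 h compound exposure of reporter cells at 37 °C. Each well was multiplexed: SteadyGlo luminescence measured ATXN2-luciferase expression after a fluorogenic Gly-Phe-AFC viability readout (25 uM final).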
# S2 tox = Viability Counterscreen for Primary qHTS for Inhibitors of ATXN expression; S2 cells (HEK-293 line with an ATXN2-luciferase reporter) viability, CellTiter-Fluor protease fluorescence, 24 h; 400,000 compounds, 0.49% hits; Potency, µM (titrated, usually from 56.7 µM), hits mostly cytotoxic; also: potency is read from the fitted curve at half-maximal effect; nearly all actives have a fitted effect of over 40% in size
# HepG2 viability = qHTS for Inhibitors of TGF-b: Cytotox Counterscreen; HepG2 CAGA-GFP viability, ATP luminescence, 18 h; Potency, µM (top dose mostly 46.1 µM), inactives show at the highest dose activity change, negative = cytotoxicity, usual class: cytotoxic; 410,000 compounds, 0.76% hits; also: potency is read from the fitted curve at half-maximal effect; some results filed as inactive show a strong effect at the top dose
#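 CellTiter-Glo luminescence gave cytotoxicity after 18 hours at 37 degrees C. The cells were HepG2 CAGA-GFP in 1% FBS DMEM, stimulated with 500 pg/mL TGF-beta after compound addition. %Activity was normalised to no-cell wells (complete cell-killing) and DMSO (no toxicity), and curves were fitted and classified.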
# A549 tox = Nrf2 qHTS screen for inhibitors: counterscreen for cytotoxicity | Potency, µM (titrated, usually from 46 µM), for inactives: top-dose activity change, negative = cytotoxicity, hits mostly inhibitors | A549 ARE-Fluc cells, CellTiter-Fluor viability, 18-24 h | 390,000 compounds, 0.16% hits; also: potency is read from the fitted curve at half-maximal effect; % is scaled to controls: 0 for no effect and ±100 for the full control effect
#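 A549 ARE_Fluc cells in 5% FBS OPTI-MEM were exposed to compounds in concentration-response for 18-24 h at 37 deg C. Viability was read by CellTiter-Fluor fluorescence (Ex 405/Em 525) after 30 min, before the luciferase read.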
# Nrf2 inh = Nrf2 qHTS screen for inhibitors. A549 ARE-Fluc reporter, luciferase luminescence, 18-24 h. Potency, µM (top dose mostly 46 µM), without a hit: at the highest dose activity change, negative = inhibition, most hits filed as inhibitors. 360,000 compounds, 2.1% hits. AID 504444, 2011; also: potency is read from the fitted curve at half-maximal effect; % is scaled to controls: 0 for no effect and ±100 for the full control effect; nearly all actives have a fitted effect of over 60% in size
#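 Nrf2 activity is the BugLite luminescence, read 15 min after reagent at room temperature, following CellTiter-Fluor cytotoxicity readout (30 min, 37C). Compound titrations were applied for 18-24 h to 5000 A549 ARE_Fluc cells/well in 5% FBS OPTI-MEM.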
# MCF10A rereplic = A quantitative high throughput screen for small molecules that induce DNA re-replication in MCF 10a normal breast cells. Potency, µM (titrated, usually from 46.1 µM), inactives show at the highest dose activity, positive = re-replication, actives largely listed as activators. MCF 10A DNA re-replication, Hoechst nuclear intensity, 48 h. AID 624296, 2012. 350,000 compounds, 2.9% hits; also: potency is read from the fitted curve at half-maximal effect; % of control where 0% means no effect; nearly all actives have a fitted effect of over 50% in size
# TGFb inhibitor = qHTS for Inhibitors of TGF-b | HepG2 CAGA-GFP TGF-b/SMAD3 reporter, GFP fluorescence, 18 h; TGF-beta stimulated, 500 pg/mL final | 410,000 compounds, 1.2% hits | Potency, µM (titrated, usually from 46.1 µM), for inactives: at the top dose activity, negative = inhibition, most hits filed as inhibitors; also: potency is read from the fitted curve at half-maximal effect; % is scaled to controls: 0 for no effect and ±100 for the full control effect; nearly all actives have a fitted effect of over 65% in size
#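 Using HEPG2 CAGA-GFP reporter cells at 1000 cells/well, we pinned test compounds, stimulated with recombinant TGF-beta (500 pg/mL final) and measured total well GFP after 18 h.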
# * hit, by the source's call; i = inactive; u = inconclusive; x = not tested or not shown; [ ] = remark or other dose. Unless noted, calls follow the shape of the dose curve; as a rule, active = well fitted curve in the direction sought with a large enough effect; inconclusive = small, poorly fitted or top-dose-only effect, or another doubt; inactive = no such curve, though single readings can be large; an effect the other way counts as inactive or inconclusive. This is a random part of the collection, and some 8.8% of all compounds hit somewhere here.
[1] O=C(Nc1ncccc1O)c1cccc(S(=O)(=O)N2CCCc3ccccc32)c1
[2] O=C1c2cccc3cc([N+](=O)[O-])cc(c23)C(=O)N1CCN1CCCC1
[3] COc1ccc(OC)c(/C=C/C(=O)c2ccc3c(c2)OCO3)c1
[4] Cc1ccc(OCCOc2cccc(Br)c2)c([N+](=O)[O-])n1
[5] CN(Cc1ccccc1)C(=O)COC(=O)CCNC(=O)c1ccccc1Cl
[6] Cn1cc(/C=C(\C#N)C(=O)Nc2ccccc2O)c2ccccc21
entry no.	1	2	3	4	5	6
Nrf2 ARE act	-0.4%	-2.0%	u	6.1%	0.2%	11.7%
IL1B secr inh	-12.1	-97.9*	-97.2*	-71.2*	-5.9	-62.5*
ATXN2 expr inh	4.0%	u	x	52.6%[activator]	-8.2%	27.5%
S2 tox	i	i	i	i	i	u
HepG2 viability	-21.2%	-41.0%	-42.3%	1.6%	14.6%	-25.3%
A549 tox	-1.0%	u	13.0%	-6.1%	-0.8%	-26.6%
Nrf2 inh	16.7%	1.84µM*	-2.4%	u	2.8%	0.4%
MCF10A rereplic	4.6%	u	u	u	2.4%	-18.9%
TGFb inhibitor	u	5.01µM*	u	0.0%	1.1%	-20.8%

[7] CCOc1ccc(NC(=O)CN(C)C(=O)COc2cccc(CC)c2)cc1OCC
[8] O=C(Nc1ccccc1C(=O)NC(Cc1c[nH]c2ccccc12)C(=O)O)c1ccco1 (stereo unspecified)
[9] Cc1ccc(Sc2ccc(N)cn2)cc1
[10] Cc1cc(O)c(C(c2ccc(F)cc2)N2CCN(c3ccccc3)CC2)c(=O)n1Cc1ccco1 (stereo unspecified)
[11] COc1ccc(C2CC(c3ccccc3)=NN2C(=O)COC(=O)c2cccnc2Cl)cc1 (stereo unspecified)
[12] CC(C)c1ccc(C(=O)Nc2nnc(S(=O)(=O)N3CCOCC3)s2)cc1
entry no.	7	8	9	10	11	12
Nrf2 ARE act	0.5%	0.0%	0.5%	-0.2%	-0.6%[9.22 µM]	-0.9%
IL1B secr inh	9.0	63.2	11.9	x	-6.4	-14.7
ATXN2 expr inh	-8.6%	-17.8%	18.5%	x	6.8%	8.8%
S2 tox	i	i	i	x	i	i
HepG2 viability	4.7%	-5.2%	-13.1%	4.3%	0.8%	-7.7%
A549 tox	-10.4%	1.3%	-3.2%	18.6%	10.6%	-1.0%
Nrf2 inh	-15.4%	x	u	x	-7.5%	1.2%
MCF10A rereplic	3.6%	12.0%	-5.5%	x	3.1%	1.2%
TGFb inhibitor	u	u	22.0%	50.0%[activator]	u	1.0%

[13] CCCc1nnc(SCC(=O)N2C(C)CCCC2C)n1CCCOC (stereo unspecified)
[14] COc1ccc(-c2nc3ccccc3o2)cc1NC(=O)c1ccc(-c2cccc(Cl)c2C)o1
[15] COc1nc2ccc(C)cc2cc1-c1noc(-c2cccnc2)n1
[16] Cc1ccc(CSc2nnc(-c3cccc(S(=O)(=O)N4CCOCC4)c3)n2C2CCCC2)cc1
[17] CCCCOc1ccc(C(=O)NCCc2sc3nc(-c4ccc(OC)cc4)nn3c2C)cc1
[18] O=C(N/N=C/C=C/c1ccccc1)c1cnccn1
entry no.	13	14	15	16	17	18
Nrf2 ARE act	-0.3%	0.5%	0.4%	-0.9%	0.1%	3.4%
IL1B secr inh	19.0	x	-18.2	-55.2*	x	-5.7
ATXN2 expr inh	-1.6%	0.5%	6.8%	-22.2%	-2.3%	8.8%
S2 tox	i	i	i	i	i	i
HepG2 viability	-0.9%	-5.5%	28.0%	-2.9%	-10.4%	5.7%
A549 tox	-4.3%	2.0%	9.2%	-0.2%	-8.4%	11.1%
Nrf2 inh	15.0%	9.4%	x	u	x	24.4%
MCF10A rereplic	8.2%	x	3.1%	u	x	3.1%
TGFb inhibitor	4.1%	-2.7%	27.5%	u	u	-0.5%

[19] CCn1c(NCc2ccc3c(c2)OCO3)nc2ccccc21
[20] O=C(NCc1ccncc1)c1nc(-c2cccs2)no1
[21] Cc1cc(C)n(-c2nnc(C)c(=O)[nH]2)n1
[22] O=C(O)CCC(=O)N1CCc2cc(S(=O)(=O)NCc3ccc(Cl)cc3)ccc21
[23] CCn1c(SCc2ccccc2)nc2ccccc2c1=O
[24] CCOC(=O)N1CCC(NS(=O)(=O)c2ccccc2)CC1
entry no.	19	20	21	22	23	24
Nrf2 ARE act	3.9%	7.2%	-0.1%	-0.4%	13.1%	-0.5%
IL1B secr inh	-0.4	0.0	16.3	12.6	49.6	14.2
ATXN2 expr inh	35.3%	-16.5%	0.8%	23.6%	-7.6%	x
S2 tox	i	i	i	i	i	i
HepG2 viability	-10.6%	-6.2%	-0.3%	2.0%	16.1%	7.9%
A549 tox	25.7%	4.0%	2.5%	8.2%	-7.3%	0.0%
Nrf2 inh	u	-0.8%	-0.8%	6.0%	11.1%	-17.6%
MCF10A rereplic	-1.9%	12.1%	0.9%	-10.7%	u	-1.0%
TGFb inhibitor	4.0%	1.8%	-9.7%	2.1%	-15.0%	-3.0%

[25] COC(CNC(=O)C1CCN(S(=O)(=O)c2ccc3nc4c(c(C(=O)O)c3c2)CC(C)CC4)CC1)OC (stereo unspecified)
[26] O=[N+]([O-])c1cccnc1SCc1c(F)cccc1Cl
[27] CCN(CC)c1nc(N2CCN(CCO)CC2)nc2ccccc12
[28] Cc1ccc(S(=O)(=O)N(C)c2ccc(NS(C)(=O)=O)cc2)cc1
[29] COc1ccc(N=Cc2cc(Cl)ccc2O)cc1Cl
[30] CCCCNC(=O)C[C@@H]1C[C@@]2(C(=O)OC)CCCCC=C2N(Cc2ccco2)C1=O
entry no.	25	26	27	28	29	30
Nrf2 ARE act	-0.7%	-0.8%	0.0%	0.2%	0.5%	-0.3%
IL1B secr inh	9.2	8.3	-6.6	2.7	44.6	24.9
ATXN2 expr inh	11.1%	-6.4%	x	-4.4%	-6.0%	5.5%
S2 tox	i	i	i	i	i	i
HepG2 viability	11.6%	-19.9%	-13.0%	-17.0%	-5.3%	x
A549 tox	-1.6%	0.0%	-7.3%	13.1%	12.6%	x
Nrf2 inh	13.0%	-9.1%	3.0%	x	5.2%	x
MCF10A rereplic	-3.3%	-3.7%	16.2%	-0.4%	u	x
TGFb inhibitor	15.4%	0.3%	-9.0%	u	-13.9%	x

[31] CCC(C(=O)Nc1cc(C(=O)O)ccc1C)c1ccccc1 (stereo unspecified)
[32] CCCCc1nn2c(=O)cc(COC(=O)c3ccc(NC(=O)c4cccc(OC)c4)cc3)nc2s1
[33] O=C(COc1ccc(Cl)cc1)Nc1ccccc1C(=O)NCc1ccco1
[34] CCN1C(=O)/C(=C2/C=Cc3ccccc3N2CC)SC1=S
[35] CCCOc1ccc(C2c3c(oc4cc(C)c(C)cc4c3=O)C(=O)N2CCCN(C)C)cc1OCC (stereo unspecified)
[36] CC(C)(Oc1ccc(Cl)cc1)C(=O)NCC1CCCO1 (stereo unspecified)
entry no.	31	32	33	34	35	36
Nrf2 ARE act	-0.7%	0.6%	6.1%	u	-0.7%	-0.8%
IL1B secr inh	-3.7	x	-11.8	-6.5	-14.7	-3.2
ATXN2 expr inh	4.5%	-4.2%	-19.7%	x	9.5%	-4.6%
S2 tox	u	i	i	u	i	i
HepG2 viability	1.8%	0.8%	-1.3%	-22.7%	-0.1%	0.6%
A549 tox	0.0%	4.0%	-2.3%	u	4.4%	1.5%
Nrf2 inh	0.4%	x	u	6.1%	10.2%	-4.4%
MCF10A rereplic	-5.7%	x	-5.5%	7.3%	1.1%	14.6%
TGFb inhibitor	10.0%	4.0%	-4.3%	-20.4%	3.9%	-20.9%

[37] N#Cc1c(C(F)(F)F)cc(-c2cccs2)nc1SCc1ccc(F)cc1
[38] O=C(O)CNC(=O)/C=C/c1c(Cl)cccc1Cl
[39] Cc1ccc(C(=O)N2[C@@H]3CN(C)C(=O)[C@@]2(C)[C@H]2C(=O)N(C)C(=O)[C@@H]32)cc1
[40] COC(=O)C1CCN(C(=O)c2ccc(Cl)c(S(=O)(=O)NCc3cccnc3)c2)CC1
[41] CN1CCN(c2ccc(-c3ccc4ccccc4n3)cc2)CC1
[42] CCOC(=O)N1CCN(S(=O)(=O)c2cc(OCC(=O)NC3CCCCC3)c(C)cc2Cl)CC1
[43] O=C1CSCc2nc3ccccc3n21
entry no.	37	38	39	40	41	42	43
Nrf2 ARE act	2.9%	-0.9%	0.5%	-0.3%	-2.5%	0.3%	0.1%
IL1B secr inh	x	-5.8	21.3	-5.9	-65.3*	-25.2	4.9
ATXN2 expr inh	13.1%	x	9.1%	4.6%	0.377µM*	x	-4.8%
S2 tox	i	i	i	i	x	x	u
HepG2 viability	-1.6%	18.1%	-3.9%	-2.8%	-33.7%	-17.5%	1.4%
A549 tox	5.1%	1.2%	-7.4%	-7.7%	6.6%	-1.5%	-0.9%
Nrf2 inh	11.2%	11.3%	7.1%	-23.1%	10.3µM*	u	14.9%
MCF10A rereplic	x	0.3%	-3.5%	1.4%	13µM*	0.0%	1.7%
TGFb inhibitor	4.8%	-0.4%	u	8.1%	0.3%	6.2%	6.4%

# 2 entries from above in a different format:
# Second line of a record: Nrf2 ARE act | IL1B secr inh | ATXN2 expr inh | S2 tox | HepG2 viability | A549 tox | Nrf2 inh | MCF10A rereplic | TGFb inhibitor
38	O=C(O)CNC(=O)/C=C/c1c(Cl)cccc1Cl
 : -0.9% | -5.8 | x | i | 18.1% | 1.2% | 11.3% | 0.3% | -0.4%
39	Cc1ccc(C(=O)N2[C@@H]3CN(C)C(=O)[C@@]2(C)[C@H]2C(=O)N(C)C(=O)[C@@H]32)cc1
 : 0.5% | 21.3 | 9.1% | i | -3.9% | -7.4% | 7.1% | -3.5% | u

# Screens from PubChem BioAssay.
